High-throughput results (PubChem)
mABHD4 FP = inhibitors of mouse ABHD4; inhibition, % at 8.92 µM; Q8VD66; purified mABHD4, FP-Rh probe fluorescence polarization; 0.54% of 370,000 active;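 active = inhibition exceeding the mean over every tested compound plus 3 SD, cut at about 30% in these data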;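 note: 0% = plate median of compound wells and 100% = S159A mutant with DMSO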
Target sequence (Q8VD66 whole entry, looked up): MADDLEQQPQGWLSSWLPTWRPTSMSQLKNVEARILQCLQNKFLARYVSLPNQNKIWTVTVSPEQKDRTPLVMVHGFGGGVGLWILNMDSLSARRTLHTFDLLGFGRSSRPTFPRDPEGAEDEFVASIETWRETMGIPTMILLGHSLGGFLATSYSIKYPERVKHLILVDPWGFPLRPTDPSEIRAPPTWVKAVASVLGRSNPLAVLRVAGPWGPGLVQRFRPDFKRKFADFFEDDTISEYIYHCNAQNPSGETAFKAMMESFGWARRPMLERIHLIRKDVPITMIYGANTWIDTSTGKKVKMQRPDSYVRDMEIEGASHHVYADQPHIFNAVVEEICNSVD
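Material: mouse ABHD4 enzyme, wild type; Benchmarks: S159A mutant high control, sample median low control; Buffer or medium: HEPES pH 7.0, NaCl, Pluronic buffer; Signal: fluorescence polarization; Read-out: percent inhibition of probe binding, normalized to plate controls; Timing: pre-incubation 45 min, probe exposure 60 min, at 25 °C; Dosing: 8.92 µM, single dose.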
LEDGF integ inh = blocks HIV-1 LEDGF/p75-dependent DNA integration; TR-FRET IN-LEDGF/p75 DNA integration, Eu/Cy5; inhibition, % at 3.7 µM; 0.64% of 370,000 active; AID 743269;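 active = inhibition above the screen-wide mean plus 3 SD, cut at about 13% in these data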;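 note: signal is the Cy5 over europium emission ratio at 671 and 618 nm; 0% = plate median of compound wells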
MBD2 inh = inhibitors of human MBD2 binding to methylated oligonucleotide | Q9UBB5 | 0.31% of 370,000 active | inhibition, % at 4.4 µM | TR-FRET; in the data active = inhibition above about 13%
Target sequence (Q9UBB5 whole entry, looked up): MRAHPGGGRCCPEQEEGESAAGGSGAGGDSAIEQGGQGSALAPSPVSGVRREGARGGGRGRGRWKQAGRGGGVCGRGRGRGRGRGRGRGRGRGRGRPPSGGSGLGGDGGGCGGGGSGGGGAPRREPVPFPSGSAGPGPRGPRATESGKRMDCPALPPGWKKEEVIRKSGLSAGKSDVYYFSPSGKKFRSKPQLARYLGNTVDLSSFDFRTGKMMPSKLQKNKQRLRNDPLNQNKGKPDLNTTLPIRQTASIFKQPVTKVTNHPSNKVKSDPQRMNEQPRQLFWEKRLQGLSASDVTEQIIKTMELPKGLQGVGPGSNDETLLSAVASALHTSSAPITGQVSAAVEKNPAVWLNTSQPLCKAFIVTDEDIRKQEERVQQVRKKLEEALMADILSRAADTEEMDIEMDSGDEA
SIAE inh = inhibitors of human sialic acid acetylesterase SIAE; Q9HAT2; SIAE FP-Rh probe binding, fluorescence polarization; inhibition, % at 9.66 µM; 0.69% of 370,000 active; AID 1053197;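 active = inhibition above a cutoff: mean of compounds within the control limits plus 3 SD of those, cut at about 17% in these data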;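 note: 0% = plate median of compound wells and 100% = probe without SIAE protein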
PRMT1 inh = inhibitors of human PRMT1; 1.3% of 370,000 active; inhibition, % at 2.79 µM; Q99873; AID 652257; recombinant PRMT1, activity-based probe fluorescence polarization;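 active = inhibition above about 21% made by adding two undisclosed values, limit read from the data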
HTRA1 inh = blocks human HTRA1 serine peptidase. inhibition, % at 5.96 µM. AID 504803. Q92743. 0.5% of 340,000 active. recombinant HTRA1, FP-rhodamine activity-based probe, fluorescence polarization; in the data active = inhibition above about 36%;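 note: 0% = enzyme with DMSO and 100% = wells lacking enzyme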
NPR2 activator = GC-B (human) receptor activation; P20594; HEK293-GC-B cells, CNP EC30, cGMP TR-FRET; 0% at EC30 CNP, 100% saturating CNP; activation, % at 10 µM; 0.11% of 370,000 active; AID 1920062;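 active = activation at 10 µM reaching about 35% in either raw or pattern-adjusted values, limit read from the data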
TDP2 absorb = blocks human TDP2 phosphodiesterase activity; recombinant TDP2, T5PNP hydrolysis, p-nitrophenol absorbance 415 nm; O95551; 0.34% of 370,000 active; inhibition, % at 12.8 µM;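 active = inhibition above the mean of all tested compounds plus 3 SD, set per campaign, cut at about 25% in these data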;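 note: 0% = DMSO with enzyme and 100% = buffer with substrate but no TDP2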
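Incubation: 2 h at 37 °C; Test system: recombinant human TDP2; Quantity: enzyme 120 nM; Read-out basis: percent inhibition; Medium: 50 mM Tris-HCl pH 7.5 with Mg2+, KCl, DTT, BSA; Repeats: single replicate; Compound: 12.8 µM single point, 1% DMSO; Signal: epi absorbance; Reagent: 5 mM T5PNP chromogenic substrate; Benchmarks: no-enzyme high, DMSO-plus-enzyme low.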
TCR CD3 inh = inhibitors of human TCR-CD3 interaction | TAMRA-labeled TCR probe fluorescence, biochemical | 0.37% of 360,000 active | inhibition, % at 9.4 µM; in the data active = inhibition above about 19%;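 note: recombinant mutant TCR 2C K166C tagged with TAMRA read by polarization; 0% = receptor in buffer alone and 100% = receptor with positive control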
rCAG RNA binder = binds r(CAG) RNA repeats | r(CAG) RNA repeat, TO-PRO-1 dye displacement fluorescence | inhibition, % at 3 µM | 1.3% of 370,000 active;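 active = inhibition above the plate cutoff, the mean of all test compounds on that plate plus 3 SD, cut at about 35% in these data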;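 note: 0% = DMSO alone and 100% = 100 µM mitoxantrone as full dye displacement; higher means more dye released from RNA so lower well fluorescence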
* hit, by the source's call; x = no result given. Only part of the results is shown, so the mix of outcomes need not match the whole.

SMILES	mABHD4 FP	LEDGF integ inh	MBD2 inh	SIAE inh	PRMT1 inh	HTRA1 inh	NPR2 activator	TDP2 absorb	TCR CD3 inh	rCAG RNA binder
Cc1ccc2nc(-c3ccc(CN4CCC(n5c(=O)[nH]c6cc(Cl)ccc65)CC4)cc3)c(-c3ccccc3)nc2c1	-6	-3	-1	-22	4	x	1	2	6	15
CCCCn1c(=O)c(C(=O)Nc2cccc(C)c2)c(O)c2ccccc21	0	-3	-4	-3	-1	3	-6	0	12	3
Cc1ccc(-n2c(O)c(C=Nc3ccccc3N)c(=O)[nH]c2=O)cc1C	11	3	-5	1	2	-3	-1	-12	-2	14
CN1CCN(C(=S)SCC(=O)Nc2ccc(Cl)cc2C(=O)c2ccccc2)CC1	4	-2	-2	1	-1	-17	-4	-7	11	-1
CCOC(=O)[C@]12Cc3ccccc3[C@H]1N(Cc1ccccc1)C(=O)c1cc(F)c(F)cc12	-3	-7	3	-4	2	x	-4	-7	1	8
C[C@@H]1CC[C@H]2[C@@H](C)C(=O)O[C@@H]3O[C@@]4(C)CC[C@@H]1[C@]32OO4	3	-1	0	7	13	0	-4	3	0	-4
Cc1nn(Cc2ccccc2)c(Cl)c1C(=O)OCC(=O)Nc1cccc2ccccc12	1	-1	4	3	-1	-3	-1	-2	0	-1
O=C(NC(Cc1ccccc1)C(=O)N1CCC2(CC1)OCCO2)C1CCCCC1 (stereo not drawn)	-5	-1	0	-2	-2	3	2	11	3	-9
S=C(NCCc1ccccc1)N1Cc2ccccc2-n2nncc2C1	-4	-1	1	1	-3	-19	0	-4	5	2
O=C(N/N=C/c1c(O)n(-c2ccccc2)c(=S)[nH]c1=O)c1ccccc1	3	-2	-3	-11	-2	x	-8	-12	27*	6
CC(=NCC1CCCO1)c1c(O)n(-c2ccc(Cl)cc2)c(=O)[nH]c1=O (stereo not drawn)	9	0	1	-6	-1	-15	-2	-9	7	-4
Cc1ccc(-c2nc(N3CCOCC3)s[n+]2-c2ccccc2)cc1	-7	3	2	10	3	1	4	8	5	0
CCN1C[C@]2(COC)CC[C@H](O)[C@@]34C5C[C@@H]6[C@@H](OC)C[C@@](O)(C5[C@H]6O)[C@](O)([C@@H](OC)C23)[C@@H]14 (stereo partly drawn)	-4	-2	-1	2	-1	2	-1	-3	4	3
Cc1cccc(NP(=O)(Oc2ccccc2)Oc2ccccc2)c1C	-1	-2	-2	8	-9	-43	-4	-16	6	-5
CN1CCCC1c1ccc(=O)[nH]c1 (stereo not drawn)	-4	0	-2	6	1	-1	-2	1	-2	2
CC(=NCCN1CCOCC1)c1c(O)n(C2CCCCC2)c(=O)[nH]c1=O	-2	2	1	-2	7	2	-4	0	4	3
COc1ccccc1Cn1c(SCC#N)nc2cc(C(=O)N3CCC4(CC3)OCCO4)ccc2c1=O	3	-3	1	-8	-3	-8	6	5	6	-3
CCC1([N+](=O)[O-])COP(N)(=O)OC1 (stereo not drawn)	14	-4	5	-1	1	2	-3	4	1	1
Cc1ccc(C2N(c3cc(C)on3)C(=O)C3CCCN32)cc1 (stereo not drawn)	12	-4	5	-2	1	-1	-1	-1	-4	-3
COC(=O)[C@H]1C[C@@]2(C)c3ccccc3N[C@H]2N1	0	5	6	3	2	x	-2	-11	x	2
COc1ccc2c(c1)C(c1ccc(N(CCCl)CCCl)cc1)=NCC2	3	6	-14	-1	2	-5	-5	-6	4	-1
CCC(C)N1C(=O)/C(=C\c2cc3c4c(c2)CCCN4CCC3)C(=O)NC1=S (stereo not drawn)	4	1	-3	-9	9	22	0	2	-12	24
O=C1NCCN2CCCC12 (stereo not drawn)	-3	-2	0	4	-1	9	9	14	5	-3
Cn1c(=O)cc(OCC(=O)N2CCN(C3CCCCC3)CC2)c2ccccc21	-1	1	-3	2	-5	1	2	-6	-5	2
Clc1ccc2nc3c(c(-c4ccccc4)c2c1)CNCC3	7	1	-2	-2	-2	2	-9	-2	11	-2
CCN(CC)P(=O)(c1nccn1C)N(CC)CC	6	6	2	4	-1	1	-2	7	5	-1
O=c1[nH]c(=S)n(CCC2=CCCCC2)c(O)c1/C=N/N1CCOCC1	-3	3	2	9	3	x	-1	-9	-14	0
CCN(CC)CC(O)c1ccc(C2CCCC2)cc1 (stereo not drawn)	-5	3	1	-7	-3	5	-2	9	6	1
CC(N)Cc1cn(Cc2ccccc2)c2ccccc12 (stereo not drawn)	7	2	0	7	0	8	-17	-2	2	7
O=C(Nc1ccc(Cl)cc1C(=O)c1ccccc1)c1ccco1	2	-1	4	0	-1	-4	-2	-4	-3	0
Fc1c(F)c(F)c(N2CCNCC2)c(F)c1F	3	-5	6	-4	4	7	-3	-11	0	0
CCOc1ccccc1N=C1SCCCN1C	1	-5	5	3	4	5	3	-11	-4	-2
COC(=O)C1=C(c2ccc(OCc3ccccc3)cc2)C[C@@H]2CC[C@H]1N2C(=O)NCCN1CCOCC1	4	3	-3	2	-4	-7	0	5	1	-11
CC(C)CN1Cc2cc(-c3ccccc3)ccc2-n2nncc2C1	-7	5	-1	1	-1	x	4	3	2	7
C[C@]12CC[C@H](O)CC1=CCC1C2CC[C@@]2(C)C1C[C@@H](O)[C@@H]2O (stereo partly drawn)	0	-2	-1	1	-3	-2	-2	-3	7	1
CC1(C)C2CC=C(CN3CCOCC3)C1C2 (stereo not drawn)	-3	5	-1	-1	0	7	0	2	13	0
CCOC(=O)[C@]12Cc3cc(C)ccc3[C@H]1N(C1CCCCC1)C(=O)c1cc(OC)ccc12	-11	1	5	-4	3	x	-18	-9	-1	4
Cc1nn(Cc2ccc(Cl)cc2Cl)c(Cl)c1C(=O)O	0	-6	1	9	1	4	2	-7	1	-2
Cc1ccc(N/N=C/c2c(O)n(-c3ccccc3)c(=O)[nH]c2=O)cc1	4	3	0	4	9	4	6	-3	10	5
Cc1ncc(CN2CCCC(C(=O)c3cccc(OC(C)C)c3)C2)s1 (stereo not drawn)	-4	1	6	-10	1	-2	2	-3	-9	-8
COc1ccc2c(c1)c(C(=O)O)c(C)n2C(C)C	2	0	-4	2	-1	2	-1	-5	3	-1
CN1CCc2c(c(N3CCCCC3)nc3n[nH]c(N)c23)C1	7	-1	1	-3	-1	0	0	11	-11	3
Cc1ccccc1-[n+]1c(-c2ccccc2)cc(-c2ccccc2)cc1-c1ccccc1	6	4	1	-5	1	-4	-9	0	6	5
CCCCc1nc2ccccc2c(=O)n1-c1ccc(O)cc1	-2	0	4	8	2	-6	-11	-2	-5	-4
CC(=NC(C)c1ccccc1)c1c(O)[nH]c(=O)[nH]c1=O (stereo not drawn)	7	-3	0	-12	0	-2	4	-4	1	2
COc1ccc(CCNCc2ccc(Br)cc2)cc1OC	13	-3	3	8	3	5	-8	16	-3	-7
O=c1[nH]cnc2nc(-c3ccc(N(CCCl)CCCl)cc3)[nH]c12	4	-4	2	-8	4	-2	-10	-2	-3	4
Cc1ccc(-n2c(O)c(C=NCCN(C)C)c(=O)[nH]c2=O)cc1	3	3	-3	-2	-1	5	0	0	-3	0
Nc1ncn[nH]1	1	-3	-3	-3	-3	15	6	24	6	0
OCCOCCO	1	1	0	-3	-1	3	0	0	5	0

(next part)
SMILES	mABHD4 FP	LEDGF integ inh	MBD2 inh	SIAE inh	PRMT1 inh	HTRA1 inh	NPR2 activator	TDP2 absorb	TCR CD3 inh	rCAG RNA binder
C=CCn1c(O)c(C=NCCN(C)C)c(=O)[nH]c1=O	-4	2	-4	4	-2	-3	0	0	-5	0
CC(=O)O[C@H]1CCC2C3CC[C@H]4[C@@H](O)[C@H](O)CC[C@]4(C)C3CC[C@@]21C (stereo partly drawn)	-3	1	-1	3	-3	-4	-1	-7	-1	0
O=C(Cc1ccc(Br)cc1)N1CCN(Cc2ccccc2)CC1	0	1	-1	8	3	-4	-12	4	5	-2
c1ccc(CCNC2CCCCCC2)cc1	3	5	1	3	0	2	2	-3	-7	5
C=CCn1c(=O)c(C=Nc2cccnc2Cl)c(O)n(CCCC)c1=O	-11	1	-7	-2	9	-7	-10	3	7	10
Cc1c(C(=O)N2CCC3(CC2)OCCO3)oc2ccc(S(=O)(=O)N3CCCCC3)cc12	-3	-2	2	-4	-3	6	4	0	-2	-6
Cn1cc(C(=O)NP(=O)(N2CCOCC2)N2CCOCC2)c2ccccc21	5	0	-3	3	1	0	1	14	5	-3
O=S(=O)(c1cc(Cl)cc(Cl)c1)N1Cc2cc(-c3ccccc3)ccc2-n2nncc2C1	1	-1	4	-3	9	x	0	2	-3	0
CN(C)C(=O)Oc1cccc(NC(=O)c2ccccc2C(F)(F)F)c1	1	3	2	3	-3	3	-2	-15	6	-2
C[C@]12CCC3C(CC[C@H]4C[C@@H](O)CC[C@]34C)C1C[C@H](Br)[C@@H]2O (stereo partly drawn)	1	-2	-1	1	-1	x	1	8	1	1
C=CCn1cc(C=C2C(=O)N(C)C(=O)N(C)C2=O)c2ccccc21	0	3	0	-12	20	-10	5	-7	-5	-2
CCOCCN1CCC(OC(C)=O)C(C)C1 (stereo not drawn)	2	2	1	-3	0	5	2	2	7	0
O=C(Cc1ccccc1)OCC(=O)c1ccccc1	-2	2	5	-4	-2	4	0	4	-3	-4
CCC[N+]12CCC(CC1)C(=C(c1ccccc1)c1ccccc1)C2	8	-5	-3	0	1	8	-4	-3	-3	4
CC1CN1P(=O)(Oc1ccccc1)N1CC1C (stereo not drawn)	-6	-3	2	0	0	2	0	7	1	3
O=C(N/N=C/c1c(O)n(Cc2ccccc2)c(=O)[nH]c1=O)c1ccncc1	24	2	2	4	-2	x	2	-6	26*	14
Cc1ccc(/C=C2\C(=O)NC(=O)N(CCc3ccc(F)cc3)C2=O)o1	-5	1	-1	-18	16	-14	10	7	-15	32
O=C1NC(=O)C2(C(=O)N1)C(c1ccc(F)cc1)NC(=S)NC2c1ccc(F)cc1 (stereo not drawn)	0	-1	-2	0	0	3	-2	10	6	0
COc1cccc(C(=O)C2CCCN(Cc3ccc4nsnc4c3)C2)c1 (stereo not drawn)	-1	4	3	-7	-2	-14	-2	-4	6	-7
CCCCC1(CN2CCCC2=O)C(=O)NC(=O)NC1=O	10	0	-2	4	-1	1	6	1	-4	2
Cc1ccc(OCCOc2cccc(C=C3C(=O)NC(=O)NC3=O)c2)cc1	-11	5	-9	-1	22*	-36	-1	-2	-13	0

Compounds shown so far that contain a COOH group, in the order listed:
SMILES	mABHD4 FP	LEDGF integ inh	MBD2 inh	SIAE inh	PRMT1 inh	HTRA1 inh	NPR2 activator	TDP2 absorb	TCR CD3 inh	rCAG RNA binder
Cc1nn(Cc2ccc(Cl)cc2Cl)c(Cl)c1C(=O)O	0	-6	1	9	1	4	2	-7	1	-2
COc1ccc2c(c1)c(C(=O)O)c(C)n2C(C)C	2	0	-4	2	-1	2	-1	-5	3	-1
